MITF inh: inhibitors of human MITF. AlphaScreen MITF homodimerization, bead proximity signal. 650,000 tested, 0.91% active. O75030. inhibition, % at 2.6 µM. AID 1259374; in the data active = inhibition above about 50%;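 note: 0% = vehicle wells with protein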
FBW7 activator: human FBW7 E3 ligase activation, primary screen. Q969H0. AlphaScreen FBW7–phospho-cyclin E peptide binding, activator screen. normalized activity (activation), % at 26.1 µM. 650,000 tested, 0.13% active; in the data active = normalized activity above about 1.9%;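 note: purified mutant Fbw7 with reduced substrate affinity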
Target sequence (Q969H0 whole entry, looked up): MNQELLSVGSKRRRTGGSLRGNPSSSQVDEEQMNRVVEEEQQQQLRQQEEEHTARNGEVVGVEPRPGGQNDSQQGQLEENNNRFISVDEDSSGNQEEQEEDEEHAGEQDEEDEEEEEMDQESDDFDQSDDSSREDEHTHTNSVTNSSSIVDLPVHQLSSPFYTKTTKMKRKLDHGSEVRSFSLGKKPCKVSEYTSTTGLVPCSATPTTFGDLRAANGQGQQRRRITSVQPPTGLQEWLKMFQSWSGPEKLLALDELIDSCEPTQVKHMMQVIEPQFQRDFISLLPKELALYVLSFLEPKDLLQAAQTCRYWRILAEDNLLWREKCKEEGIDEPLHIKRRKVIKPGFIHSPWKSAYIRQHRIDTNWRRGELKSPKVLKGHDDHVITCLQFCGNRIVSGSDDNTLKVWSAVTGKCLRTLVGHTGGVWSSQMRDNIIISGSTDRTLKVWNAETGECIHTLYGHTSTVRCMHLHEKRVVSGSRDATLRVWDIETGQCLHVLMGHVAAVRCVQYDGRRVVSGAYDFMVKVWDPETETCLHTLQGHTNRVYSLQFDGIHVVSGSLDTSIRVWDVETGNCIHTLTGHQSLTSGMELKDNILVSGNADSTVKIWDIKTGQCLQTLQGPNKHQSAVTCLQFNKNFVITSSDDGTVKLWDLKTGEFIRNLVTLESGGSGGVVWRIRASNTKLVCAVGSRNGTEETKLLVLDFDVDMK
TEAD-YAP block: TEAD-YAP interaction inhibition | inhibition, % at 9.12 µM | HEK-TIYL cells, TEAD-Gal4/YAP UAS-luciferase luminescence | 640,000 tested, 1.4% active; in the data active = inhibition above about 32%;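 note: 0% = median of test compound wells and 100% = reference inhibitor wells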
GPR151 ag: human GPR151 activation; 650,000 tested, 1% active; activation, % at 11.2 µM; PathHunter beta-arrestin GPR151 cells, luminescence; Q8TDV0; in the data active = activation above about 4.9%;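 note: 0% = median of compound wells and 100% = cells with positive control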
Target sequence (Q8TDV0 whole entry, looked up): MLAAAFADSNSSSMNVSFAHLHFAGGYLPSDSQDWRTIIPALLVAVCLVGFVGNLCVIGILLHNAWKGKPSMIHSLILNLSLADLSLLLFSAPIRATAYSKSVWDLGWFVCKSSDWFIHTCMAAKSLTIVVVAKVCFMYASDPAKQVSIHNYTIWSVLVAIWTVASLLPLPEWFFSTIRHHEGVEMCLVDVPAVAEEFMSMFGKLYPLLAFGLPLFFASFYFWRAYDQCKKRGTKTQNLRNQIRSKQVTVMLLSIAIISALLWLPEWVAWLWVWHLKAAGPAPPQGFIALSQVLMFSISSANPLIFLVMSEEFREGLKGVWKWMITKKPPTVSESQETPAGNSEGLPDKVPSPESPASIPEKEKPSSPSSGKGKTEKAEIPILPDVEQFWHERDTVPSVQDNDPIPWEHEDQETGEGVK
Starred values were filed as active, the others as inactive. The order is random; overall some 3.4% were active at least once.

SMILES	MITF inh	FBW7 activator	TEAD-YAP block	GPR151 ag
COc1cc(NC(=O)COc2ccc(C(C)C)cc2)cc(OC)c1	8	-0.1	9	1.5
Cc1ccc(NC(=O)C2CCC(C)CC2)cc1 (stereo not given)	-1	0.0	-48	1.0
Cc1c(C(=O)NC(C)C)sc2ncn(CC(=O)N3CCC(C)CC3)c(=O)c12	4	-0.1	6	-0.2
COc1ccc(C2CC(=O)C3=C(C2)NC(C)=C(C(=O)OC2CCCC2)C3c2ccccc2OC(C)C)cc1OC (stereo not given)	-3	0.3	1	-1.1
CSc1nc2ccsc2c(=O)n1Cc1ccc2c(c1)OCO2	3	0.1	-7	-0.3
Cc1cccc(NC(=O)Oc2ccc(C)c(C)c2)c1	7	0.1	-73	-0.2
Cc1ccccc1C(=O)Oc1ccc(-n2cnnn2)cc1	1	-0.2	-8	-1.2
CC1=C(C(=O)Nc2cccc(C(F)(F)F)c2)C(c2cccs2)C2=C(CC(C)(C)CC2=O)N1 (stereo not given)	-3	0.0	1	1.1
O=C(Nc1cccc(OC(=O)c2ccc(Cl)cc2)c1)c1ccc([N+](=O)[O-])cc1	-14	0.1	32*	0.6
COC(=O)C1=CN(C)C=C(C(=O)OC)C1c1ccccc1C	-7	0.1	0	-1.0
N#Cc1cc(O)c([N+](=O)[O-])cc1C#N	16	0.2	2	-1.3
Cc1ccccc1-c1cnnc(NCC2CCCN(c3ncccn3)C2)n1 (stereo not given)	5	-0.1	14	-0.6
COc1ccc(C2C(C#N)=C(N)N(c3ccc(C)c(Cl)c3)C3=C2C(=O)CC(C)(C)C3)cc1O (stereo not given)	2	-0.2	5	-0.6
NC(=O)c1cccc(N=c2oc3c(Cl)cc(Cl)cc3cc2C(N)=O)c1	16	0.0	-12	-1.6
O=C1c2[nH]nc(-c3ccccc3O)c2C(c2ccc(Cl)cc2)N1CCCO (stereo not given)	-2	0.0	-2	0.4
Cc1ccc(CN2CCNC(=O)C2CC(=O)NCC(C)(C)CN(C)C)cc1 (stereo not given)	-7	0.6	-5	-1.4
C=CCNC(=O)CSc1nc2ccc(CC)cc2cc1C#N	-1	-0.1	-43	-5.5
CCOC(=O)c1cccc(-c2ccc(O)cc2)c1	-1	-0.1	-27	2.0
CCOC(=O)C1CCN(C(=O)c2cn(C)c3c(=O)n(-c4ccc(F)cc4)c(=O)[nH]c23)CC1	12	0.1	-4	-0.5
CCOc1ccccc1CN1CCNC(=O)C1CC(=O)NCc1nc(C)cs1 (stereo not given)	-11	-0.1	-2	0.8
COc1cccc(-c2ncnn2-c2sc3c(c2C#N)CCCCC3)c1	63*	-0.3	-7	0.6
Cc1c(Br)c(C(F)(F)F)nn1CC(=O)N1CCCC1	-2	0.0	6	2.8
O=C(Cn1cc2c(n1)CCCC2)NCCCN1CCCC1	15	0.1	0	-0.7
Cc1ccc(NC(=O)N[C@H]2C[C@H]3C(=O)N[C@H](Cc4ccccc4)C(=O)N3C2)cc1Cl	13	0.5	0	-1.4
Cc1cc2c(c(=O)n1CC1CCCO1)C(c1ccc(C(C)C)cc1)C(C#N)=C(N)O2 (stereo not given)	1	0.0	8	-0.6
CN1CCN(C(=O)c2ccc3c(c2)N(Cc2ccc(F)cc2)C(=O)C(C)(C)O3)CC1	-3	0.1	-2	0.5
S=c1[nH]c(-c2ccccc2)cn1-c1cccc(Cl)c1	4	-0.2	-13	-1.0
CCn1c(C(=O)O)c(CC(=O)Nc2ccc(Br)cc2C)c2ccccc21	-1	-0.2	6	0.0
O=C(Cc1ccccc1)Nn1c(-c2cccc(Cl)c2)nc2ccccc2c1=O	1	-0.1	-6	1.1
Cc1cc(C)cc(-n2nc(C)cc2N)c1	18	0.4	-7	1.2
Cc1c(C(=O)Nc2c(F)cccc2F)sc2ncn(Cc3ccccc3Cl)c(=O)c12	-4	-0.2	-1	-0.4
Cc1cccc(C2c3[nH]c4ccccc4c3CCN2CCCn2cccn2)n1 (stereo not given)	-15	-0.2	-1	0.9
COc1ccc(OC)c(C2C=C(c3ccc(Br)cc3)Nc3nnnn32)c1 (stereo not given)	-1	-0.1	-2	-0.4
CC1=CC(C)(C)Nc2ccc(OC(=O)CCN3C(=O)c4ccccc4C3=O)cc21	11	-0.4	-22	-0.4
Cc1cc(OS(=O)(=O)c2ccccc2[N+](=O)[O-])c(C)cc1CN1CCOCC1	11	-0.1	6	-0.4
O=C(CCCn1c(SCC(=O)c2ccc(O)c(O)c2)nc2ccsc2c1=O)NCc1ccc2c(c1)OCO2	20	-0.2	18	-0.2
CCOC(=O)CSc1nnc(NC(=O)COc2ccccc2)s1	2	0.0	-4	-1.6
CCN(CC)C(=O)C(Br)C12CC3CC(CC(C3)C1)C2 (stereo not given)	3	0.0	0	-0.6
CN1C(=O)/C(=C\c2ccc(C(=O)Nc3nccs3)cc2)SC1=S	16	1.1	-1	-0.5
C=CCn1c(-c2ccc(Br)cc2)n[nH]c1=S	8	0.0	-4	0.6
COc1ccccc1-n1c(-c2cnccn2)n[nH]c1=S	19	0.8	2	-1.0
COc1cccc2cc(NC(C)=O)c(=O)oc12	14	0.3	-15	-0.3
Cc1ccnc(SCCn2c(N3CCC(C)CC3)nc3c2c(=O)[nH]c(=O)n3C)n1	12	0.6	1	-1.2
O=C(NCc1ccccc1)C(=O)Nc1ccc(Oc2ccccc2)cc1	14	0.4	-3	1.5
CNc1ccc([N+](=O)[O-])cc1-n1cc2c(c1-c1ccccc1)c(=O)n(C)c(=O)n2C	3	0.0	-10	0.2
CC1CN(C(=O)N2CCC(C(=O)NCCc3ccccc3)CC2)c2cc(Cl)ccc2O1 (stereo not given)	4	1.3	18	-1.4
Cc1ccc(-n2cc(-c3ccccc3)c3c(NCCc4ccc(Cl)cc4)ncnc32)cc1	1	-0.2	-7	1.0
COc1ccc(NC(=O)CSc2nc3[nH]ncc3c(=O)n2-c2ccc(F)c(Cl)c2)cc1OC	4	0.0	12	1.6
O=C(Nc1ccc(Cl)cn1)NC1CCCCC1	11	0.0	-50	0.8
Cc1sc2ncnc(SCC(=O)OCC(=O)N3CCc4ccccc43)c2c1C	4	0.1	-5	2.3
Next part
SMILES	MITF inh	FBW7 activator	TEAD-YAP block	GPR151 ag
O=C(CCCCCN1C(=O)c2ccccc2C1=O)OC1CSCC1NC(=O)c1ccccc1 (stereo not given)	28	0.5	-10	1.2
COc1ccc(/C=C2\C(=O)Nc3ccc(Br)cc32)c(OC)c1OC	9	-0.1	53*	0.2
CCCCOC(=O)c1ccc(NC(NC(=O)c2ccco2)C(=O)c2ccc(Cl)cc2)cc1 (stereo not given)	18	0.1	13	-1.0
CC1C/C(=C/c2ccncc2)C(=O)/C(=C/c2ccncc2)C1 (stereo not given)	-3	0.2	94*	0.6
O=C1C2C3C=CC(O3)C2C(=O)N1c1cc(Cl)c(Cl)cc1Cl (stereo not given)	-4	0.0	6	2.1
O=C(NCCc1ccc(F)cc1)c1ccc(Cn2ccnc2)cc1	-12	0.1	-46	0.4
CCSc1nnc(NC(=O)NC(C)(C(F)(F)F)C(F)(F)F)s1	-1	0.1	12	0.1
O=C(NNC(=O)c1ccc(Cl)cc1Cl)c1ccc(NC(=O)c2ccco2)cc1	7	0.0	5	1.8
CCOc1ccc(C(=O)O)cc1/C=C1\C(=O)NC(=O)N(c2cccc([N+](=O)[O-])c2)C1=O	7	-0.2	12	-2.1
Cc1ccc(-c2nnc(CCC(=O)N3CCN(C)C[C@@H]3c3ccccc3)o2)s1	-2	0.0	-22	-0.3

Shown as comma-separated lines: 13 of the compounds above
SMILES,MITF inh,FBW7 activator,TEAD-YAP block,GPR151 ag
CNc1ccc([N+](=O)[O-])cc1-n1cc2c(c1-c1ccccc1)c(=O)n(C)c(=O)n2C,3,0.0,-10,0.2
CC1CN(C(=O)N2CCC(C(=O)NCCc3ccccc3)CC2)c2cc(Cl)ccc2O1 (stereo not given),4,1.3,18,-1.4
Cc1ccc(-n2cc(-c3ccccc3)c3c(NCCc4ccc(Cl)cc4)ncnc32)cc1,1,-0.2,-7,1.0
COc1ccc(NC(=O)CSc2nc3[nH]ncc3c(=O)n2-c2ccc(F)c(Cl)c2)cc1OC,4,0.0,12,1.6
O=C(Nc1ccc(Cl)cn1)NC1CCCCC1,11,0.0,-50,0.8
Cc1sc2ncnc(SCC(=O)OCC(=O)N3CCc4ccccc43)c2c1C,4,0.1,-5,2.3
O=C(CCCCCN1C(=O)c2ccccc2C1=O)OC1CSCC1NC(=O)c1ccccc1 (stereo not given),28,0.5,-10,1.2
COc1ccc(/C=C2\C(=O)Nc3ccc(Br)cc32)c(OC)c1OC,9,-0.1,53*,0.2
CCCCOC(=O)c1ccc(NC(NC(=O)c2ccco2)C(=O)c2ccc(Cl)cc2)cc1 (stereo not given),18,0.1,13,-1.0
CC1C/C(=C/c2ccncc2)C(=O)/C(=C/c2ccncc2)C1 (stereo not given),-3,0.2,94*,0.6
O=C1C2C3C=CC(O3)C2C(=O)N1c1cc(Cl)c(Cl)cc1Cl (stereo not given),-4,0.0,6,2.1
O=C(NCCc1ccc(F)cc1)c1ccc(Cn2ccnc2)cc1,-12,0.1,-46,0.4
CCSc1nnc(NC(=O)NC(C)(C(F)(F)F)C(F)(F)F)s1,-1,0.1,12,0.1

The results go on.
SMILES	MITF inh	FBW7 activator	TEAD-YAP block	GPR151 ag
CC1CCCC(C)N1C(=O)[C@H]1C[C@@H](c2ccco2)NS(=O)(=O)N1C (stereo not given in full)	-3	-0.1	0	0.6
COc1ccc(CN2CCN(C(=O)c3cccs3)CC2)cc1Br	67*	0.1	-9	-0.7
Cc1cc2ccccc2n1CCNS(=O)(=O)c1ccccc1	-6	-0.1	4	0.4
O=C(Nc1ccc(-c2ccc(NC(=O)c3ccc(Cl)cc3)cc2)cc1)c1ccc(Cl)cc1	-6	39*	-12	1.5
COc1ccc(N2CCN(C(c3cccs3)C(C)NC(=O)C3CCCCC3)CC2)cc1 (stereo not given)	-6	-0.2	-15	2.9
Cc1nnc(NC(=O)c2cncc(Br)c2)s1	16	0.1	0	3.2
CC1(C)CC(=O)C2=C(C1)OC1=C(C(=O)CC(C)(C)C1)C2c1cccc(OCc2c(F)cccc2Cl)c1	4	0.0	0	0.7
COc1ccc(NCCCC(=O)N/N=C/c2cccc(Br)c2)cc1	15	0.0	8	-0.5
CN(CC(=O)NCc1ccco1)S(=O)(=O)c1ccc2[nH]c3c(c2c1)CCCC3	6	0.2	2	-0.7
CCOC(=O)COc1nc2ccc(Br)cc2c(-c2ccccc2)c1C(C)=O	1	0.0	4	0.0
CCn1c(=O)c2cc(C(=O)NCCCN3CCCC(C)C3)sc2c2ccccc21 (stereo not given)	6	-0.1	2	0.6
O=C(CCNC(=O)Cn1cnc2sc3c(c2c1=O)CCCC3)NCCC1=CCCCC1	-16	0.1	2	-0.1
CN(C(=O)Cn1c(=O)n(-c2ccc(F)cc2F)c(=O)c2sccc21)c1ccccc1	0	-0.2	-3	-0.7
N#Cc1ccc(/C=N/NC(=O)Cc2ccc([N+](=O)[O-])cc2)cc1	-3	0.0	6	1.2
Cc1ccc(C2/C(=C(/O)c3ccccc3)C(=O)C(=O)N2CCO)cc1 (stereo not given)	-4	-0.1	6	0.9
O=C(Nc1c(F)cc(F)cc1Br)c1cc(S(=O)(=O)N2CCC3(CC2)OCCO3)ccc1F	8	0.3	7	-0.3
CN1C(=O)C(CC(=O)N2CCCc3ccccc32)C(=O)N(C)C1=O	3	-0.2	-8	1.2
O=C(Nc1ccc(I)cc1)c1sc2ccccc2c1Cl	-2	0.0	-24	-0.7
COc1cc(S(=O)(=O)NCc2ccncc2)ccc1Br	10	-0.1	31	0.0
O=C(CCc1c[nH]c2ccccc12)Nn1c(SCc2cccc(F)c2)nc2ccccc2c1=O	3	0.0	-3	2.3
CCCCNS(=O)(=O)c1ccc(OCC(=O)N2CCOCC2)cc1	-1	0.1	-14	0.4
O=C(NCCN1CCOCC1)c1cccc(N2CCN(Cc3ccc4c(c3)OCO4)CC2)n1	10	0.0	-1	-0.9
CCC(C)NC(=O)C1CCN(S(=O)(=O)N2CCCCCC2)CC1 (stereo not given)	6	0.2	-5	1.1
c1ccc(Oc2ccccc2-c2cnc3c(NCCc4ccccn4)nccn23)cc1	-4	0.2	1	-0.3
O=C(O)c1cccnc1Nc1cccc([N+](=O)[O-])c1	6	0.0	2	-0.6
CC(=O)c1ccc(OCC(=O)Nc2nnc(SCc3ccc(C#N)cc3)s2)cc1	9	0.0	-2	-1.0
O=C(CSc1nc2ccc(NC(=O)c3ccccc3Cl)cc2s1)NC1CC1	9	0.6	-20	1.5
CCc1nnc(NC(=O)CSc2cccc3cccnc23)s1	3	-0.5	1	-0.1
O=C(Nc1ccc(-c2cn3c4c(nnc3n2)CCCC4)cc1)c1ccccn1	-15	0.1	1	-0.2
Nn1cnnc1SCC(=O)Nc1ccccc1F	0	0.3	-2	-0.6
Cc1ccc(NC(=O)c2cc3ccccc3o2)c([N+](=O)[O-])c1	-3	-0.3	-68	-0.3
Cn1nccc1Nc1ccc(N2CCC(C(=O)NCCc3ccc(O)cc3)CC2)nn1	10	-0.1	3	-1.1
COC(=O)c1cc(=O)n(-c2ccc(F)cc2)[nH]1	6	0.0	7	1.3
O=C(O)c1cccc(CSc2nnc(Cc3ccccc3)o2)c1	-1	0.4	-5	-1.1
CCOC(=O)c1sc(C)c(C)c1NC(=O)c1ccccc1	5	-0.1	5	-1.7
CC(=O)NCc1ccc(C(=O)CSc2nc(C)nc3scc(-c4cccs4)c23)o1	-7	0.0	1	0.1
CCN1CCCC(NC(=O)Cc2cccc3ccccc23)C1 (stereo not given)	6	0.3	-14	-1.8
COc1cc(/C=N/N=C2\NC(=O)C(CC(=O)Nc3ccc(Cl)cc3)S2)ccc1O (stereo not given)	2	-0.2	-11	0.6
CC(=O)NCC1CCC2(CCN(Cc3cccc(F)c3)CC2)O1 (stereo not given)	6	0.0	-4	-0.2

Source: PubChem BioAssay
